From PubChem
Mtb FBA inh = Mtb FBA enzyme inhibitors, primary screen, biochemical, fluorescence, strain H37Rv; Fructose-bisphosphate aldolase (Mycobacterium tuberculosis (strain ATCC 25618 / H37Rv)), …; purified M. tuberculosis FBA, fluorescence read-out; inhibition, % at 1 µM; hit rate 2.3% among 360,000; in the data active means inhibition above about 27%;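 further: 0% = vehicle and 100% = reference inhibitor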
PfHsp40 yeast = rescue of yeast from PfHsp40 toxicity, primary screen, S. cerevisiae, ATP luminescence | S. cerevisiae expressing PfHsp40, growth rescue | growth rescue, % at 12.5 µM | hit rate 0.68% among 340,000 | AID 504582, 2011; in the data active means growth rescue above about 28%, passing the limit was not always enough; inconclusive means no clear call, values can overlap the other calls;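 further: yeast W303a lacking pdr1 and pdr3 grown in galactose medium; growth measured after three days at 30 °C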
BoNT F protease = BoNT/F light chain protease inhibitors, primary screen, biochemical, flow cytometry, MLPCN library. Multiplex microsphere protease cleavage assay. inhibition, % at 10 µM. hit rate 0.22% among 360,000; in the data active means inhibition above about 35%, passing the limit was not always enough; inconclusive means no clear call, values can overlap the other calls; further: plate controls were buffer without enzyme for full effect and enzyme alone for no effect
Anthrax LF prot = Bacillus anthracis LF protease inhibitors, primary screen, biochemical, multiplex microsphere, MLPCN library | inhibition, % at 10 µM | Lethal factor (Bacillus anthracis), P15917 | hit rate 0.12% among 360,000 | multiplex microsphere protease cleavage assay; further: plate controls were buffer without enzyme for full effect and enzyme alone for no effect
Target sequence (P15917 whole entry, looked up): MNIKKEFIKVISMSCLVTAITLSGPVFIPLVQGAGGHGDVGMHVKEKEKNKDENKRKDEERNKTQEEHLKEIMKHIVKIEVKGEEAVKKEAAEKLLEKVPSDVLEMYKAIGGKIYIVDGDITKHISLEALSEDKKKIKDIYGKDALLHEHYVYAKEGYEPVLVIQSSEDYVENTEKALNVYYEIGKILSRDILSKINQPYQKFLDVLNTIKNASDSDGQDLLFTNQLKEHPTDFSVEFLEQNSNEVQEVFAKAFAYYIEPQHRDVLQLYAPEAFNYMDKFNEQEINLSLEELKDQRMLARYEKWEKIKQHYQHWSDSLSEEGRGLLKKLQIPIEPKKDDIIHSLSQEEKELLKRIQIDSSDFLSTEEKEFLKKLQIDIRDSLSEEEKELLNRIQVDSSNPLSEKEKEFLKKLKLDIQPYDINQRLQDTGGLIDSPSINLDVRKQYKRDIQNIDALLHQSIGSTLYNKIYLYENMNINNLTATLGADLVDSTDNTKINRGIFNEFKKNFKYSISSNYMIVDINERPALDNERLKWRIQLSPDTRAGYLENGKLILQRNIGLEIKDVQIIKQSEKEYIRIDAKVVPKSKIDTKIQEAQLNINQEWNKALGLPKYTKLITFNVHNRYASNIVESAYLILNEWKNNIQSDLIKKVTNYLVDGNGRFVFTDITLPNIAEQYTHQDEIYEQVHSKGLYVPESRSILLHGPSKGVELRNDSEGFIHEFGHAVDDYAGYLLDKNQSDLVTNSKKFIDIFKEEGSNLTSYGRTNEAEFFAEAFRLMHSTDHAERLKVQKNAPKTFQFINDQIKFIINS
UGM FP inh = M. tuberculosis UGM enzyme inhibitors, primary screen, biochemical, fluorescence polarization, single point; inhibition, % at 10 µM; UDP-galactopyranose mutase (Mycobacterium tuberculosis (strain ATCC 25618 / H37Rv)), …; purified UGM, fluorescence polarization probe displacement; hit rate 0.06% among 320,000; in the data active means inhibition above about 10%, passing the limit was not always enough; inconclusive means no clear call, values can overlap the other calls
Mtb BioA inh = M. tuberculosis BioA enzyme inhibitors, primary screen, biochemical, plate reader, single point, HTS. 7,8-diaminopelargonic acid synthase BioA (Mycobacterium tuberculosis). purified M. tuberculosis BioA enzyme. inhibition, % at 9.99 µM. hit rate 0.096% among 360,000. AID 602481, 2012; in the data active means inhibition above about 40%; inconclusive means no clear call, values can overlap the other calls
GDH-TPI counter = GDH-TPI coupling enzyme inhibitors, primary screen, artefact control for M. tuberculosis FBA inhibitor project, biochemical, absorbance, full deck. GDH-TPI coupled enzyme counterscreen, NADH absorbance. inhibition, % at 4.8 µM. hit rate 1.2% among 360,000. AID 588335, 2011; in the data active means inhibition above about 30%;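 further: 0% = DMSO wells and 100% = wells lacking the enzyme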
FadD28 binding = inhibitors of FadD28 bisubstrate probe binding, primary screen, biochemical, fluorescence polarization, single point | Mycobacterium tuberculosis FadD28 fatty-acid-AMP ligase | inhibition, % at 12.5 µM | hit rate 0.22% among 360,000 | AID 588549, 2011; in the data active means inhibition above about 8.5%, passing the limit was not always enough; inconclusive means no clear call, values can overlap the other calls
BoNT-A LC inh2 = BoNT/A light chain protease inhibitors, primary screen, biochemical, flow cytometry, MLPCN library | AID 588499, 2011 | multiplex microsphere protease substrate cleavage | inhibition, % at 10 µM | Botulinum neurotoxin type A light chain protease (Clostridium botulinum A str. ATCC 3502) | hit rate 0.17% among 360,000; further: plate controls were buffer without enzyme for full effect and enzyme alone for no effect
Active calls of the source: *; u = inconclusive; x = no result given. Unless noted, no stated cut-off is given here; in the data, active means inhibition above about 30%; inconclusive means no clear call, values can overlap the other calls; inactive means below that.

SMILES | Mtb FBA inh | PfHsp40 yeast | BoNT F protease | Anthrax LF prot | UGM FP inh | Mtb BioA inh | GDH-TPI counter | FadD28 binding | BoNT-A LC inh2
O=C(CNC(=O)c1cccs1)OCc1ccc(Cl)cc1 | 1 | 0.5 | 4 | -8 | 2.0 | x | 7 | x | 0.7
COc1ccccc1CNc1nc(NCc2ccc(C)cc2C)c2sccc2n1 | 2 | x | -6 | 3 | x | -1.2 | 9 | -2.9 | 0.2
Cc1nc2c(C(=O)NCCC3=CCCCC3)c[nH]n2c(=O)c1Cl | 21 | -1.1 | 2 | -1 | 2.1 | 5.4 | 9 | u | 1.6
O=C1Nc2ccc(C(=O)O)c(O)c2C1=O | -6 | 0.3 | 1 | -2 | x | -1.7 | 13 | 0.4 | -0.4
CCOC(=O)Cn1c(=O)oc2cc(S(=O)(=O)N(CCN(C)C)Cc3ccccc3)ccc21 | -1 | -0.1 | -4 | -5 | -10 | -0.9 | -4 | -0.5 | -1.6
Cc1cc(C)n2nnnc2c1C#N | 2 | -1.1 | -5 | 2 | 0.6 | 1.8 | -1 | -2.0 | 0.8
Cc1ccc(CNC(=O)C(=O)NCC2CCCN2S(=O)(=O)c2cccs2)cc1 (configuration not stated) | -1 | -0.6 | 15 | 0 | 0.7 | 0.6 | 4 | -2.9 | -0.5
CC(=O)Nc1cccc(C(=O)/C=C/c2cccs2)c1 | 4 | 0.6 | 7 | -6 | 0.8 | 1.0 | 13 | -0.1 | 0.3
CC1(C(=O)NCCc2c[nH]c3ccccc23)CCN1CC1CCCCC1 (configuration not stated) | -2 | x | -5 | -7 | x | 0.0 | 2 | 1.0 | -0.1
CCOc1ccccc1NC(=O)Cc1ccccc1OC | 2 | 0.7 | -7 | -4 | 1.9 | 0.8 | -4 | -4.5 | -0.7
N#Cc1c(-c2ccc(Cl)cc2)cc(-c2ccccc2)nc1SCC(=O)O | -5 | -0.1 | 0 | 15 | 0.1 | 16 | 7 | -7.8 | -1.4
CCn1c(SCC(=O)Nc2ccc(F)cc2F)nc2c(c1=O)SCC2 | -1 | 0.2 | -3 | -2 | 0.3 | 28 | 6 | -2.0 | -0.2
CCOC(=O)c1ccc(NC(=O)C2CCC(CNc3c(N4CCOCC4)c(=O)c3=O)CC2)cc1 (configuration not stated) | 6 | 0.0 | 0 | -9 | 1.4 | -1.4 | 12 | -1.0 | -0.5
CC1=Nc2ccccc2/C1=C/c1sc(=O)n(CC(=O)N2CCCC2)c1O | -1 | -0.7 | -11 | -1 | 1.2 | x | 24 | 1.8 | 2.1
Cc1ccc(S(=O)(=O)N2C(=O)C(C)SC2=Nc2ccccc2)cc1 (configuration not stated) | 2 | -1.0 | -5 | 5 | -0.6 | -3.4 | 6 | -1.3 | 0.3
O=C(CSc1nnnn1-c1ccc(O)cc1)c1cc2ccccc2o1 | -2 | -0.5 | u | -1 | -1.0 | x | -3 | -3.1 | u
O=S(=O)(c1cc(Cl)ccc1Cl)N1CCC2(CC1)OCCO2 | 0 | -0.4 | -2 | 3 | 5.3 | 2.0 | 0 | -3.6 | -0.6
Clc1ccc(-n2nnnc2-c2cnc3ccc(Cl)cc3c2-c2ccccc2)cc1 | 1 | 2.7 | u | 0 | 3.2 | x | 7 | -1.1 | -7.7
COc1ccc(N2C(=O)C(Cl)=C(N(CCO)Cc3ccccc3)C2=O)cc1 | -4 | 3.3 | -10 | -1 | -0.6 | -0.2 | -5 | -4.7 | 0.1
CC(C)NC(=O)C1(C)CCN1C(=O)C(c1ccccc1)c1ccccc1 (configuration not stated) | -1 | x | 1 | -1 | x | 0.7 | 12 | 0.7 | -0.8
O=C(O)C1C2CCC(O2)C1C(=O)NCCC1=CCCCC1 (configuration not stated) | 5 | 0.1 | -11 | 5 | -3.1 | -0.5 | -2 | -1.9 | 0.1
CC(OC(=O)CCCc1nc2ccccc2s1)C(N)=O (configuration not stated) | 1 | -0.5 | -2 | -4 | x | -1.7 | 6 | -3.6 | 0.5
Cc1cc(NC(=O)C2C3C(=O)N(CC4CCCO4)C(C(=O)NC(C)(C)C)C34C=CC2(C)O4)no1 (configuration not stated) | 7 | 0.7 | 0 | -6 | 5.4 | -2.5 | -3 | -1.7 | -0.7
Cc1ccccc1CNS(=O)(=O)c1ccc2c(c1)OCCO2 | 2 | -1.7 | -7 | -2 | x | 0.0 | 3 | -1.1 | -1.0
O=C(CSc1ncccn1)NCCc1ccccc1 | 1 | -1.7 | -15 | -1 | -0.1 | 0.8 | 6 | -4.2 | 0.4
COc1ccc(S(=O)(=O)Nc2ccc3cn[nH]c3c2)cc1C | 4 | -0.2 | -5 | 2 | -0.5 | x | -1 | -2.4 | -0.1
Cc1cc(C(F)F)nn1CC(=O)NCc1ccc(Cl)cc1Cl | -1 | 0.1 | -4 | 1 | 4.7 | -2.1 | 4 | -1.4 | 0.2
O=C(NCCCN1CCOCC1)c1ccccc1N1C(=O)[C@@H]2Cc3c([nH]c4ccccc34)C(c3ccc(F)cc3)N2C1=O (some centres not stated) | 0 | 0.3 | 0 | 2 | 1.8 | 0.1 | -3 | -2.7 | 0.9
CCCC1=NN2C(=N)/C(=C\c3ccc(OCCOc4ccc(NC(C)=O)cc4)c(OC)c3)C(=O)N=C2S1 | 5 | 0.5 | 8 | -3 | 1.4 | -1.1 | 0 | 0.3 | -1.6
CC(OC(=O)Cn1[nH]c(=O)c2ccccc2c1=O)C(=O)Nc1ccccc1[N+](=O)[O-] (configuration not stated) | 0 | 0.2 | 9 | -6 | 1.8 | x | 5 | -1.1 | 1.4
CCN(CC)S(=O)(=O)c1ccc(C)c(NC(=O)COC(=O)CN2C(=O)NC(C)(C)C2=O)c1 | -2 | -0.5 | x | x | 2.2 | -0.7 | -1 | -4.0 | x
COc1ccc(/C(O)=C2/C(=O)C(=O)N(c3ncccn3)C2c2ccc(F)cc2)cc1 (configuration not stated) | -2 | -0.5 | u | -5 | 1.6 | x | 24 | -0.8 | -5.6
COC(=O)c1cc(NC(=O)Cc2ccc(OC)c(OC)c2)cc(C(=O)OC)c1 | 6 | 1.5 | -33 | 2 | -3.2 | 18 | 3 | -0.8 | 0.3
COc1cccc(CN2C[C@]34C=C[C@@H](C[C@@H]3S2(=O)=O)O4)c1 | 2 | -0.6 | -5 | -1 | -0.2 | -1.2 | 5 | -0.9 | -0.5
COc1cc(NC(=O)c2ccccc2)c(OC)cc1NC(=O)CN1C(=O)NC2(CCCCC2)C1=O | 4 | 0.5 | -5 | 0 | 0.8 | 1.0 | 1 | -0.1 | 1.3
N#Cc1cn(-c2ccccc2)nc1-c1cc2ccccc2oc1=O | 21 | -0.4 | 31 | 2 | 4.7 | -3.7 | 25 | -1.4 | 2.0
Cc1cccc(NC(=O)CSCC(=O)N(C)CCOc2ccc(Cl)cc2)c1 | 0 | 3.4 | 0 | -2 | 1.3 | 1.9 | -8 | -1.7 | -1.3
O=C(Cn1c(NCCCO)nc2ccccc21)c1ccco1 | 1 | -0.4 | -2 | -1 | 0.5 | -1.3 | -11 | -0.2 | 0.0
COc1ccc(S(=O)(=O)N(C)C)cc1NC(=O)COC(=O)c1nc2nccc(C)n2n1 | 1 | 0.2 | 5 | -5 | 3.8 | x | -4 | -3.1 | -0.1
c1ccc(-n2nnnc2NC2CCCCCC2)cc1 | 1 | 0.1 | -4 | -2 | -0.2 | -2.5 | -6 | -2.3 | -0.4

Another view of part of the listing above.
Value order – Mtb FBA inh, PfHsp40 yeast, BoNT F protease, Anthrax LF prot, UGM FP inh, Mtb BioA inh, GDH-TPI counter, FadD28 binding, BoNT-A LC inh2
- O=C(CNC(=O)c1cccs1)OCc1ccc(Cl)cc1
    1, 0.5, 4, -8, 2.0, x, 7, x, 0.7
- COc1ccccc1CNc1nc(NCc2ccc(C)cc2C)c2sccc2n1
    2, x, -6, 3, x, -1.2, 9, -2.9, 0.2
- Cc1nc2c(C(=O)NCCC3=CCCCC3)c[nH]n2c(=O)c1Cl
    21, -1.1, 2, -1, 2.1, 5.4, 9, u, 1.6
- O=C1Nc2ccc(C(=O)O)c(O)c2C1=O
    -6, 0.3, 1, -2, x, -1.7, 13, 0.4, -0.4
- CCOC(=O)Cn1c(=O)oc2cc(S(=O)(=O)N(CCN(C)C)Cc3ccccc3)ccc21
    -1, -0.1, -4, -5, -10, -0.9, -4, -0.5, -1.6
- Cc1cc(C)n2nnnc2c1C#N
    2, -1.1, -5, 2, 0.6, 1.8, -1, -2.0, 0.8
- Cc1ccc(CNC(=O)C(=O)NCC2CCCN2S(=O)(=O)c2cccs2)cc1 (configuration not stated)
    -1, -0.6, 15, 0, 0.7, 0.6, 4, -2.9, -0.5
- CC(=O)Nc1cccc(C(=O)/C=C/c2cccs2)c1
    4, 0.6, 7, -6, 0.8, 1.0, 13, -0.1, 0.3
- CC1(C(=O)NCCc2c[nH]c3ccccc23)CCN1CC1CCCCC1 (configuration not stated)
    -2, x, -5, -7, x, 0.0, 2, 1.0, -0.1
- CCOc1ccccc1NC(=O)Cc1ccccc1OC
    2, 0.7, -7, -4, 1.9, 0.8, -4, -4.5, -0.7

(more compounds)
SMILES | Mtb FBA inh | PfHsp40 yeast | BoNT F protease | Anthrax LF prot | UGM FP inh | Mtb BioA inh | GDH-TPI counter | FadD28 binding | BoNT-A LC inh2
CCN(CC(=O)NCc1cccs1)C(=O)c1ccc(S(=O)(=O)Nc2ccccc2)cc1 | -1 | 0.5 | 12 | -1 | -1.3 | 1.5 | -1 | -3.5 | 2.8
C/C(=C\C(=O)c1ccc(F)cc1)NCc1ccc2c(c1)OCO2 | -2 | 0.1 | 1 | -1 | 0.5 | 1.2 | 16 | -2.4 | -0.3
Cc1ccc(-c2nc(=S)c3c(n2Cc2cccnc2)CC(C)(C)OC3)cc1 | -2 | 0.2 | u | 12 | -1.0 | 0.9 | 1 | -2.5 | -0.7
CC(Sc1nc(-c2ccccc2)cc(C(F)(F)F)n1)C(=O)NCCN1CCOCC1 (configuration not stated) | -1 | -0.1 | -6 | 4 | 6.0 | 0.0 | 12 | -0.7 | -0.5
CCc1nc2ccccc2[nH]c1=O | 14 | -1.7 | 1 | -8 | 0.7 | x | -3 | -3.7 | 0.7
CCOC(=O)C1CCCN(CC(=O)c2ccc(F)cc2)C1 (configuration not stated) | 0 | -0.2 | -30 | -5 | -0.7 | -1.2 | 10 | 1.7 | 1.4
CCC1CCCCN1C(=S)NC(=O)c1cccc([N+](=O)[O-])c1 (configuration not stated) | -1 | -0.1 | 3 | 0 | 0.3 | 0.9 | 1 | -0.3 | 5.4
COc1cccc2c1O/C(=N\O)C(C(=O)Nc1cccc(C)c1C)C2 (configuration not stated) | 4 | 0.3 | -3 | 16 | -2.6 | 0.0 | 2 | -2.9 | 1.9
COc1ccc(CCNC(=O)C(=O)NCC2OCCN2S(=O)(=O)c2ccc(OC)cc2)cc1 (configuration not stated) | 0 | -0.6 | -6 | 0 | 1.8 | -0.5 | 0 | -0.3 | -0.4
COc1cccc(OC)c1C(=O)NC(=O)Nc1c(F)c(F)c(F)c(F)c1F | 1 | -0.4 | -7 | -11 | -1.0 | x | 10 | -0.2 | 0.7
